MEKK3 PB1 HTS = modulators of MEKK3-MEK5 PB1 binding, primary screen, biochemical, wildtype MEKK3, multiplex bead flow cytometry, Alexa488-MEK5; Mitogen-activated protein kinase kinase kinase 3 (Homo sapiens), Q99759; bead-based flow cytometry, Alexa488-MEK5 binding to MEKK3; actives lie on both sides; 0 = blocked by unlabeled MEK5, 100 = vehicle; binding response (% of control), % at 10 µM; 1.4% of 290,000 active;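 active = binding response more than 3 SD above or below the average of its plate-row segment, actives on both sides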;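 note: Alexa488 bead fluorescence after subtracting the streptavidin-only scavenger bead signal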
Target sequence (Q99759 whole entry, looked up): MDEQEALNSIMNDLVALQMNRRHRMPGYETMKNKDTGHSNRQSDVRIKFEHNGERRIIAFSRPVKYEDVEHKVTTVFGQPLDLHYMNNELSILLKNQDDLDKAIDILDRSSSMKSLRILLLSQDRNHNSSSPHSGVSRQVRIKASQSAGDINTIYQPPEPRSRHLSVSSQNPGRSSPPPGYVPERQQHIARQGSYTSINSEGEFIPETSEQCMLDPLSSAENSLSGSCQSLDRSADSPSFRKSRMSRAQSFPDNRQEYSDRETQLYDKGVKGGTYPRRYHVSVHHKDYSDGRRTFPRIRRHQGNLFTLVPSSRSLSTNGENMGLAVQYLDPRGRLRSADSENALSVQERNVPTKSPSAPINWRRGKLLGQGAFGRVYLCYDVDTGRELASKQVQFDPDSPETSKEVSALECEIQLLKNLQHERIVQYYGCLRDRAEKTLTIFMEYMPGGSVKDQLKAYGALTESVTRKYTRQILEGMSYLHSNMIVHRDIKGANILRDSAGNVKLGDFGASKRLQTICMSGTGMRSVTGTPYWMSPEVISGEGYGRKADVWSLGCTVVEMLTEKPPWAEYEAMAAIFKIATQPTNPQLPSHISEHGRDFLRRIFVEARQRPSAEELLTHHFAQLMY
MEKK2 mut-MEK5 = MEK5 binding signal on mutant MEKK2 PB1, primary screen, biochemical, multiplex bead flow cytometry, Alexa488-MEK5 | Alexa488-MEK5 binding to MEKK2 mutant | percent response, % at 10 µM | 0.35% of 290,000 active | AID 1530, 2009; in the data active = percent response above about 24%, passing the limit was not always enough; note: inactives centre near 1; some results filed as inactive read as strong as hits
UBC9 SUMO inh = inhibitors of in vitro SUMOylation cascade, primary screen, biochemical, HTRF, uHTS. HTRF SUMOylation assay, SAE1/SAE2 + UBC9. 0.36% of 290,000 active. inhibition, % at 35 µM. SUMO-conjugating enzyme UBC9 (Homo sapiens), P63279; in the data active = inhibition above about 50%, passing the limit was not always enough; note: strong numbers were not always called active
GalR3 antag = GalR3 antagonists in HEK293 cells, primary screen, cell-based, fluorescence readout; 0.44% of 360,000 active; Galanin receptor type 3 (Homo sapiens), O60755; inhibition, % at 3 µM; AID 651719, 2012; HEK293 GalR3-CNG cAMP membrane potential fluorescence; galR3 body fused to GalR1 C-terminus;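 active = inhibition above the screen-wide average plus 3 SD, cut at about 13% in these data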;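 note: forskolin and galanin both at EC90 stimulate the cells; cAMP rise reported by CNG channel membrane potential dye signal; 0% = forskolin plus galanin with DMSO and 100% = forskolin alone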
Target sequence (O60755 1-299 limits assumed): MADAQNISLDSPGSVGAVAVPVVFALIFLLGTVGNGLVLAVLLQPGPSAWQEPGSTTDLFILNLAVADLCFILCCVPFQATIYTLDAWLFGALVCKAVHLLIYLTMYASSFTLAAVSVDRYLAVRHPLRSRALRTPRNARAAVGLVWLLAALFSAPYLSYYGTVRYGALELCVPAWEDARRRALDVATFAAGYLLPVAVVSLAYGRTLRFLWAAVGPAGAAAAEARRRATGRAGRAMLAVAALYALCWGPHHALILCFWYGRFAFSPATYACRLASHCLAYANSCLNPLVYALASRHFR
MEKK2wt PB1 HTS = modulators of MEK5 binding to wildtype MEKK2, primary screen, biochemical, multiplex bead flow cytometry, Alexa488-MEK5. binding response (% of control), % at 10 µM. AID 1531, 2009. Mitogen-activated protein kinase kinase kinase 2 (Homo sapiens), Q9Y2U5. Alexa488-MEK5 binding to MEKK2 WT; actives lie on both sides. 1.1% of 290,000 active; in the data active = binding response below about 67% or above about 130%
CRFBP-R2 block = antagonists of CRF-BP/CRF-R2 complex, primary screen, cell-based, HEK293, calcium dye fluorescence, uHTS; CRF-induced calcium fluorescence; 0.59% of 350,000 active; inhibition, % at 11.8 µM;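 active = inhibition of the ligand-induced calcium signal above about 50% at the single tested concentration, limit read from the data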
FID counter = compounds displacing fluorescent DNA intercalator, primary screen, artefact control for HCV NS3 helicase inhibitor project, biochemical, FID fluorescence. DNA fluorescent intercalator displacement. inhibition, % at 7.9 µM. 0.17% of 290,000 active; in the data active = inhibition above about 37%;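 note: 0% = vehicle and 100% = reference compound; higher means more ethidium bromide displaced from hairpin DNA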
CRFR2-BP ag = agonists of CRF-BP/CRF-R2 complex, primary screen, cell-based, HEK293, calcium dye fluorescence, uHTS; AID 588473, 2011; activation, % at 13.2 µM; CRF-binding protein / CRF receptor 2 complex (human); 0.46% of 350,000 active; calcium dye fluorescence (FLIPR); percent of saturating CRF peptide response;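 active = activation of at least 50%, plus an integration ratio under a set limit after plate pattern correction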;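 note: plate controls were neutral control wells without compound for no effect and CRF at EC100 for full effect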
HCV NS3 hel inh = inhibitors of HCV NS3 helicase, primary screen, biochemical, Cy5 molecular beacon fluorescence. inhibition, % at 10.9 µM. Hepatitis C virus NS3 helicase. 0.56% of 290,000 active. NS3 helicase DNA unwinding;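 active = inhibition above the mean of all tested compounds plus 3 SD, set per campaign, cut at about 35% in these data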;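 note: 0% = DMSO wells and 100% = thioflavine S control wells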
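test system = hepatitis C virus NS3 helicase domain fragment enzyme | reagent = annealed dual-labelled DNA beacon duplex, ATP-started | times = 1 h at 25 °C | detection = Cy5 fluorescence, 0 and 60 min reads | read-out basis = percent inhibition from t60/t0 fluorescence ratio | control set = DMSO and thioflavine S | replication = one well per compound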
Starred values were filed as active, the others as inactive; / = not tested or not shown; [ ] = remark or other dose.

no.	Compound	CRFR2-BP ag	MEKK3 PB1 HTS	MEKK2 mut-MEK5	GalR3 antag	HCV NS3 hel inh	MEKK2wt PB1 HTS	FID counter	CRFBP-R2 block	UBC9 SUMO inh
1	CCNC(=O)CC1C(=O)N(c2ccc(C)cc2)C(=O)N1Cc1ccccn1 (centres undefined)	0.5	/	/	-1	-13	/	0	9	24
2	CCOc1ccc(S(=O)(=O)n2cnc3ccccc32)cc1	0.9	96	2	-11	9	100	3	5	7
3	CC1=NN(C(=O)Cn2nc([N+](=O)[O-])cc2C)C(O)(C(F)(F)F)C1 (centres undefined)	-8.3	89	-4	0	-13	91	0	23	12
4	CCOC(=O)CC(=O)CSc1ncc(C(=O)OCC)c(N)n1	-0.8	105	4	2	3	101	-15	26	9
5	O=C(c1cccc(C(F)(F)F)c1)N1CCN(CCc2ccccc2)CC1	-0.2	94	-11	-1	9	93	-22	6	-11
6	COc1ccc(OC)c(C(=O)COC(=O)C2CC3CCCC(C2)C3=O)c1 (centres undefined)	-0.5	108	7	8	3	109	-19	2	-9
7	CSc1ccccc1C(=O)NCCSc1ccccc1	0.0	99	4	-6	-11	98	-5	2	0
8	O=C(NCc1ccc2c(c1)OCO2)C1CCC(CNc2c(N3CCCCC3)c(=O)c2=O)CC1 (centres undefined)	11	100	10	7	-7	101	-27	1	-6
9	Cc1ccc(S(=O)(=O)Nc2ccccc2C(=O)N2CCCCC2C)c(C)c1NS(C)(=O)=O (centres undefined)	-1.1	101	0	-7	25	97	-49	-6	5
10	NS(=O)(=O)c1ccc(C(=O)O)cc1	-2.2	112	5	-1	2	93	-1	29	12
11	Cc1cc2oc(=O)cc(CN3CCN(S(=O)(=O)/C=C/c4ccccc4)CC3)c2cc1C	0.8	102	-1	6	-13	101	-22	2	5
12	O=C(COC(=O)c1cnccn1)c1cccc([N+](=O)[O-])c1	-0.5	84	-16	-4	5	91	6	-11	12
13	O=C1CC(C(=O)Nc2ccc(Br)cc2)C2(CCCC2)O1 (centres undefined)	/	/	/	-6	-2	/	6	/	-4
14	COc1ccc(NC(=O)CSc2ncc(-c3ccc(F)cc3)n2Cc2ccco2)cc1	4.4	119	3	-7	-10	112	-23	17	0
15	CN(C)CCCNC(=O)N1c2ccccc2C=Cc2ccccc21	0.2	101	3	-8	9	103	5	-3	-2
16	O=C(c1cccs1)N1CCCC1	0.2	65	1	-2	3	88	2	-8	1
17	COc1ccc(C)cc1NC(=O)CCS(=O)(=O)c1ccc2c(c1)CCN2C(C)=O	-1.8	100	4	-2	-5	107	-7	-7	17
18	Cn1c(Cn2nnc3ccccc32)nnc1SCC(=O)NCc1ccc2c(c1)OCO2	-1.2	110	7	-1	-3	107	-5	12	16
19	NC(=O)C1(N2CCCCC2)CCN(Cc2ccc(Br)cc2)CC1	-0.6	102	1	-5	2	104	5	-2	11
20	Nc1nnc(SCC(=O)OCc2ccccc2)s1	3.3	100	-1	0	-4	97	-5	17	-2
21	COc1ccc(S(=O)(=O)N2CCCCCC2)cc1C(=O)NC1(C)CCS(=O)(=O)C1 (centres undefined)	-1.4	110	8	-4	2	107	-20	3	3
22	N/C(Cc1ccccc1Sc1ccccc1)=N\O	-0.9	92	-2	1	4	92	-1	61*	0
23	c1nc(N2CCN(Cc3ccc4c(c3)OCO4)CC2)c2[nH]cnc2n1	8.8	116	19	0	-6	119	-6	-29	15
24	CCOC(=O)C1=C(N)N(c2ccccc2Oc2ccccc2)C(=O)C1	-0.9	99	4	0	9	101	-8	10	-6
25	COc1ccc(CCNc2nc(-c3ccc(NC(C)=O)cc3)cs2)cc1OC	0.6	96	2	-4	-3	101	-21	2	-19

Further results follow:
no.	Compound	CRFR2-BP ag	MEKK3 PB1 HTS	MEKK2 mut-MEK5	GalR3 antag	HCV NS3 hel inh	MEKK2wt PB1 HTS	FID counter	CRFBP-R2 block	UBC9 SUMO inh
26	COc1ccc(NC(=O)c2ccc3c(SCC(=O)O)c4c(nc3c2)CCCC4)c(OC)c1	1.1	101	-12	0	2	87	-31	7	23
27	CCOC(=O)CNC(=O)c1ccc(SCC)cc1	-2.6	105	7	-6	-6	103	-5	2	12
28	CCOC(=O)C1CCN(C(=O)CSCCSCC(=O)N2CCC(C(=O)OCC)CC2)CC1	2.4	101	1	1	-8	98	-42	-3	19
29	Cc1cccc(NC(=S)N(Cc2cccc(Br)c2)CC2CCC(C(=O)O)CC2)c1 (centres undefined)	-0.3	94	-10	-5	21	93	-35	1	16
30	COc1ccc(NC(=O)C(c2cc3c(cc2[N+](=O)[O-])OCO3)N2CCN(C=O)CC2)cc1 (centres undefined)	-2.8	2.0*[inhibitor]	-12	-1	6	3.0*[inhibitor]	-14	23	32
31	COc1ccc2[nH]cc(CC(=O)O)c2c1	-0.5	103	1	-6	-3	98	0	-5	1
32	N/C(=N\OC(=O)COc1ccc2ccccc2c1Br)c1cccnc1	/	101	0	3	-17	103	-6	/	16
33	CCOC(=O)CN(C(=O)CSc1nnc(Cc2ccccc2)n1-c1ccc(C)cc1)c1ccccc1	-0.7	105	-2	-2	-6	102	-49	8	-4
34	Cc1ccc(C2CC(=O)NC(SCC(N)=O)=C2C#N)s1 (centres undefined)	1.2	103	-4	-2	-4	100	-3	9	-6
35	O=C(Nc1cccc(Cl)c1)c1ccc(S(=O)(=O)NCC2CCCO2)cc1 (centres undefined)	6.6	98	4	-2	-6	102	-14	-14	2
36	Cc1ccc(OCCNCc2ccccc2)c(C)c1	-1.7	105	3	-9	-19	113	14	-18	10
37	COc1ccc(-n2c(C)cc(-c3csc(NC(=O)c4ccc(S(=O)(=O)N(C)C)cc4)n3)c2C)cc1	1.1	111	0	-11	17	108	-12	-9	-3
38	CC1(C)C2CCC(C2)C1C/C=N/NC(N)=S (centres undefined)	-0.6	89	-17	7	-9	85	-7	5	13
39	COc1ccc(NC(=O)Nc2ccc3c(c2)CCC3)cc1	1.1	101	6	-2	2	105	-3	4	-4
40	CC12CCC(C(=O)N3CCN(C(c4ccccc4)c4ccccc4)CC3)(OC1=O)C2(C)C (centres undefined)	-1.3	89	-7	-2	1	80	0	16	4
41	Cc1cccc(C(=O)NCC(=O)OCC(=O)N2CCCCC2)c1	-0.1	92	-4	-4	5	94	-8	-14	2
42	Cc1nc2[nH]c(=S)n(C)c(=O)c2nc1C	0.5	107	5	-2	-8	106	3	-1	-12
43	CCNC(=S)NNC(=O)c1ccoc1C	0.9	107	3	-1	1	106	-5	-3	24
44	C/C(=N\NC(=O)c1ccc(Cn2cc(Br)cn2)o1)c1cccc(NC(=O)C(C)(C)C)c1	-1.4	100	-1	-11	-3	100	-9	3	-4
45	COC1CCCN(C(=O)c2cccc(OC3CCN(S(C)(=O)=O)CC3)c2)C1 (centres undefined)	0.1	99	4	-5	-1	94	-14	-11	-1
46	NNC(=O)C=C1CCN(c2ncc(C(F)(F)F)cc2Cl)CC1	-3.7	96	1	-5	4	95	0	-41	19
47	O=C(c1ccc(F)cc1)c1cn(Cc2ccc(F)cc2)c2cc3c(cc2c1=O)OCCO3	-0.2	116	-2	-1	4	108	-4	8	-4
48	O=C(c1cccs1)N1N=C(c2ccc(O)cc2)CC1c1ccccc1 (centres undefined)	0.2	97	-3	1	-8	95	5	18	-8
49	COc1ccc(CN(CC(=O)NC2CCCC2)C(=O)CCC(=O)Nc2nc(C)cs2)cc1	0.0	99	-2	0	3	99	-32	-4	-2
50	CC1Cc2nc(SCC(=O)Nc3ccccc3F)n(C)c(=O)c2S1 (centres undefined)	-2.3	104	3	3	-2	104	-3	13	9

Fetched by structure from above, three records:
no.	Compound	CRFR2-BP ag	MEKK3 PB1 HTS	MEKK2 mut-MEK5	GalR3 antag	HCV NS3 hel inh	MEKK2wt PB1 HTS	FID counter	CRFBP-R2 block	UBC9 SUMO inh
47	O=C(c1ccc(F)cc1)c1cn(Cc2ccc(F)cc2)c2cc3c(cc2c1=O)OCCO3	-0.2	116	-2	-1	4	108	-4	8	-4
44	C/C(=N\NC(=O)c1ccc(Cn2cc(Br)cn2)o1)c1cccc(NC(=O)C(C)(C)C)c1	-1.4	100	-1	-11	-3	100	-9	3	-4
40	CC12CCC(C(=O)N3CCN(C(c4ccccc4)c4ccccc4)CC3)(OC1=O)C2(C)C (centres undefined)	-1.3	89	-7	-2	1	80	0	16	4

The list continues.
no.	Compound	CRFR2-BP ag	MEKK3 PB1 HTS	MEKK2 mut-MEK5	GalR3 antag	HCV NS3 hel inh	MEKK2wt PB1 HTS	FID counter	CRFBP-R2 block	UBC9 SUMO inh
51	CCOC(CCc1c(C)nc(NC(C)=O)[nH]c1=O)OCC	-1.1	105	2	-6	0	106	-1	-1	17
52	COc1cc(OC)cc(C(=O)Nc2cccc3cccnc23)c1	-1.4	103	0	-7	-3	105	-20	-14	-9
53	Cc1ccc(NC(=O)CNc2ccccc2CN(C)C2CCCCC2)cc1	-1.9	118	7	-8	-12	121	31	4	-4
54	Cc1ccccc1S(=O)(=O)Cc1ccc(C(=O)N2CCN(C3CCCCC3)CC2)o1	1.0	111	5	-1	-1	112	-1	-9	-7
55	Cc1ccc(-n2c(C)nc3c(cnn3-c3ccc(F)cc3)c2=O)cc1C	1.5	100	2	-1	9	102	1	-2	-3
56	COc1ccc(S(=O)(=O)NCC2CCCN(Cc3ccccc3Cl)C2)cc1 (centres undefined)	-0.9	101	0	-11	-13	103	11	2	14
57	CCCCCCNC(=O)N[C@H](C(=O)NCCC[C@H]1CN2C(=NC[C@H]2C)N1CCC(c1ccccc1)c1ccccc1)C(C)O (some centres undefined)	/	108	7	/	/	134	/	/	-30

Not all compounds are listed; the hit share may differ from the screen's.
